PKA-R2B activ – activators of human PKA-R2B complex; PKA-R2B holoenzyme dissociation, Cy5-IP20 fluorescence polarization; R2B truncated from residue 108, S112A mutant; 0% DMSO only, 100% 113 µM cGMP; 340,000 tested, 0.079% active; P22694+P31323; activation, % at 11.4 µM;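 active = activation above a cutoff set at the mean over all compounds plus 3 SD, cut at about 18% in these data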;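 also: higher means more holoenzyme dissociation and a rise in polarization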
V-ATPase pH – regulators of yeast V-ATPase proton transport; 350,000 tested, 0.37% active; response, % at 10 µM; S. cerevisiae, pHLuorin cytosolic pH fluorescence; in the data active = response mostly above about 7.3%, no sharp cut-off; inactive = mostly below about 5.4%; also: actives read high; inactives centre near 0; some compounds called inactive have numbers as strong as hits; reference of the scale not given here
PKA-R1A act – activates the PKA-R1A holoenzyme complex | 340,000 tested, 0.083% active | AID 504707 | P00514+P68181 | PKA-R1A dissociation, Cy5-IP20 fluorescence polarization; scaled: DMSO 0%, 113 µM cGMP 100% | activation, % at 11.4 µM;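 active = percent activation above the mean of all tested compounds plus 3 SD, cut at about 19% in these data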;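 also: higher means more PKAc released from R1A so a rise in polarization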
Arrestin-AP2 inh – human beta-arrestin and AP2 interaction inhibition | FITC-arrestin peptide / GST-AP2 beads, flow cytometry; AP2 beta2 appendage carries R879A mutation | 340,000 tested, 0.31% active | AID 504490 | inhibition, % at 10 µM;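 active = inhibition above a set limit, near 3 SD of compounds lacking own fluorescence, cut at about 54% in these data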;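 also: plate controls were DMSO wells for no effect and 5 µM unlabelled arrestin peptide for full effect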
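Material – AP2 appendage R879A on GSH beads · Buffer or medium – PBS with 0.05% Tween 20 and 0.1% BSA · Probe or stimulus – fluorescein-tagged arrestin peptide at 50 nM final · Incubation – compound with beads 12 min RT, then probe 1 h RT · Detection – high-throughput flow cytometry of beads, ex 488, em 535 nm · Evaluation – percent response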
HTR5A ag ctr – HTR5A agonism, opioid heterodimer counter-screen | AID 504692 | 340,000 tested, 0.61% active | P47898 | HTR5A agonist assay, luminescence, cell-based | activation, % at 9.3 µM; in the data active = activation mostly above about 9.5%, no sharp cut-off; inactive = mostly below about 7.6%;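 also: 0% = cells with vehicle only and 100% = reference agonist; strong numbers were not always called active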
DAGLB inhibitor – blocks human DAGLB lipase activity; 340,000 tested, 0.059% active; HEK293T DAGLB membrane lysate, EnzChek fluorogenic substrate; inhibition, % at 5.17 µM; Q8NCG7; in the data active = inhibition above about 34%;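 also: 0% = enzyme with vehicle and 100% = wells lacking enzyme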
OPRM1-OPRD1 ag – OPRM1-OPRD1 heterodimerization agonism. activation, % at 9.3 µM. cells, luminescence. 340,000 tested, 0.3% active. AID 504326. P35372+P41143; in the data active = activation above about 18%;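 also: 0% = vehicle-treated cells and 100% = reference agonist; values of inactives mirror those of a sister screen read the other way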
OPRM1-OPRD1 inv – inverse agonists of human mu-delta opioid receptor heterodimerization; P35372+P41143; cell-based MOR-DOR heterodimer luminescence, inverse agonism; inhibition, % at 9.3 µM; 340,000 tested, 0.21% active; AID 504357; in the data active = inhibition above about 22%, passing the limit was not always enough;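 also: 0% = cells with DMSO and 100% = wells without cells with DMSO; values of inactives mirror those of a sister screen read the other way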
HTR5A inv ctr – inverse agonist of human HTR5A in OPRM1-OPRD1 counter-screen | P47898 | HTR5A cell line, luminescence, inverse agonism | inhibition, % at 9.3 µM | 340,000 tested, 0.083% active | AID 504634; in the data active = inhibition mostly above about 23%, no sharp cut-off; inactive = mostly below about 18%;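 also: 0% = cells with DMSO and 100% = no-cell wells with DMSO; some compounds called inactive have numbers as strong as hits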
DSG3 Ab inh – blocks pemphigus antibody binding to human desmoglein-3; AID 588358; binding (percent of control), % at 10 µM; 310,000 tested, 0.48% active; DSG3-coupled beads, scFv-anti-DSG3-GFP binding, flow cytometry; stronger effect = lower value;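 active = binding more than 3 SD below its plate's average and above zero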;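 also: hits lower antibody fragment binding to DSG3; some compounds called inactive have numbers as strong as hits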
Target sequence (P32926 whole entry, looked up, the tested form may be a part): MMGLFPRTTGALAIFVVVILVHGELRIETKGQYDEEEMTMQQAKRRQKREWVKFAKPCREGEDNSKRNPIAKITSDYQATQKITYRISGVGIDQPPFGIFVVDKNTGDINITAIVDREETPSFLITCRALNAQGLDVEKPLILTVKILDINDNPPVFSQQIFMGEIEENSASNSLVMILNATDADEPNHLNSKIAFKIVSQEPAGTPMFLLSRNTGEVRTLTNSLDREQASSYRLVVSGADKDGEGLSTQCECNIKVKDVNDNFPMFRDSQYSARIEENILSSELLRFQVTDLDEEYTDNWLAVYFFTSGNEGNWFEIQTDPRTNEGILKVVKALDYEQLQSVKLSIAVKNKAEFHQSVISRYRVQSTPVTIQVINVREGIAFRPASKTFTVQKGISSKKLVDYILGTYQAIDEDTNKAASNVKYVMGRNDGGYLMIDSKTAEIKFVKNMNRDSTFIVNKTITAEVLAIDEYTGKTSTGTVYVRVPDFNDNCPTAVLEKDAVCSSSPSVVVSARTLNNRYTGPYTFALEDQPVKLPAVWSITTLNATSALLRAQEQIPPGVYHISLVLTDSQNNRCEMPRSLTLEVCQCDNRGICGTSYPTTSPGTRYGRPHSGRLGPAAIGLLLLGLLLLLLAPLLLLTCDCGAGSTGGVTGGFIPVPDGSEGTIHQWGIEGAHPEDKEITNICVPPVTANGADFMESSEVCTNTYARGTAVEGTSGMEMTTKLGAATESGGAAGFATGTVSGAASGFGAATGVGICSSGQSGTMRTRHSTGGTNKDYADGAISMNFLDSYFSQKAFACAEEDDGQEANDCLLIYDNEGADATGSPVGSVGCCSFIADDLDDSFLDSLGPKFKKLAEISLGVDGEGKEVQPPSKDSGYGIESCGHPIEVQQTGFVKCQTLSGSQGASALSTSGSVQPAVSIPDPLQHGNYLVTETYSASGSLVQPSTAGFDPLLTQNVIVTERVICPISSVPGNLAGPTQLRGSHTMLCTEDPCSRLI
* = called active by the depositor; / = no result given.

SMILES | PKA-R2B activ | V-ATPase pH | PKA-R1A act | Arrestin-AP2 inh | HTR5A ag ctr | DAGLB inhibitor | OPRM1-OPRD1 ag | OPRM1-OPRD1 inv | HTR5A inv ctr | DSG3 Ab inh
Cc1c(NC(=O)CSc2nnnn2C)c(=O)n(-c2ccccc2)n1C | -5 | 0 | 2 | 0 | 3 | -2 | -1.9 | 11 | -10 | 101
CCN(CCN1CCCC1)C(=O)c1cc(COc2ccccc2SC)on1 | -1 | -1 | -13 | 2 | 3 | 0 | -2.3 | 13 | -10 | 117
O=C(CCCN1C(=O)C2CC=CCC2C1=O)Nc1ccccc1Cl (configuration not stated) | -4 | -2 | 7 | -3 | 3 | -2 | -1.2 | 9 | -31 | 102
CCSc1oc(-c2ccco2)nc1S(=O)(=O)c1ccc(F)cc1 | -1 | 0 | -11 | 13 | 10 | -6 | -1.5 | 9 | -26 | /
Nc1cc(C(=O)O)ccc1N1CCCCCC1 | -6 | 6 | 5 | -2 | 4 | 0 | -2.1 | 12 | -13 | 98
O=S(=O)(c1cc(Cl)cc(Cl)c1)N1CCC2CC1c1cc(Cl)ccc12 (configuration not stated) | -14 | -4 | 9 | 17 | -2 | -8 | 0.2 | -1 | 7 | 89
O=C(CCS(=O)(=O)c1ccc(Br)s1)NCc1ccccc1 | -5 | 0 | 2 | 4 | 3 | 0 | -1.0 | 5 | -1 | /
CCCCC(O)(CCN1CCOCC1)c1ccc(Cl)cc1 (configuration not stated) | -15 | 3 | -6 | 3 | 4 | -3 | 3.1 | -17 | 18 | 103
CCn1c(CO)nc2c1c(=O)[nH]c(=O)n2Cc1ccccc1 | 10 | 3 | 0 | 9 | -8 | 0 | -7.7 | 35 | 28 | /
CCCN(CCC)CC(=O)Nc1cccc2c1OCO2 | -9 | 3 | 5 | 7 | 10 | -5 | -0.2 | 1 | -29 | 104
Cc1cc(C(F)(F)F)n2nc(-c3cnn(C)c3C(F)(F)F)cc2n1 | 7 | -4 | -4 | -4 | -2 | -2 | -2.9 | 15 | -22 | 99
CCCCC[C@H](O)/C=C/C1=C(CCCCCCC(=O)O)C(=O)CC1 | 2 | 0 | 2 | 12 | -1 | 2 | -2.0 | 11 | 14 | 97
CCOC(=O)c1c(NC(=O)C2CCCO2)sc(C(N)=O)c1C (configuration not stated) | 2 | -3 | -5 | 23 | 5 | 1 | -2.7 | 15 | -27 | 118
Cc1cccc(NC(=O)c2ccc(S(=O)(=O)N3CCOCC3)cc2)c1C | -8 | -3 | -10 | -14 | 3 | 0 | 1.0 | -8 | -8 | 115
O=C(COC(=O)C12CC3CC(CC(O)(C3)C1)C2)Nc1cccc(Br)c1 | 4 | -5 | 2 | 15 | -2 | -2 | -2.0 | 10 | 7 | 105
COc1ccc2ccc(C(C)(C(C)=O)C(=O)OC(C)C)cc2c1 (configuration not stated) | -15 | 4 | -15 | -2 | 4 | -9 | 3.2 | -18 | -26 | 98
Cc1cc(-c2ccccc2)nc2cc(C(=O)OC(C)C)nn12 | -4 | -1 | 10 | -1 | 1 | -1 | -2.8 | 14 | -2 | 114
O=C(CCSCCc1ccccn1)Nc1ccc(Cc2ccncc2)cc1 | 2 | 0 | 7 | 10 | 1 | -2 | -3.9 | 19 | -2 | 100
C[C@H](CO)N1C[C@H](C)[C@@H](CN(C)Cc2ccc(Cl)c(Cl)c2)Oc2c(NC(=O)CCC(F)(F)F)cccc2C1=O | -5 | -1 | 6 | 4 | 4 | -2 | 0.1 | 0 | 6 | 98
COC(=O)C1=C(C)N(Cc2ccccc2)C(=O)N[C@H]1c1ccco1 | -8 | -4 | 6 | 5 | -5 | -3 | -1.7 | 9 | -15 | 101
Fc1cccc(Cn2cc(C(=S)N3CCOCC3)c3ccccc32)c1 | 3 | -1 | 1 | 14 | -7 | -3 | -0.2 | 1 | 18 | 91
CCCC(C(=O)NCCC(C)C)N(Cc1ccc(OC)cc1)C(=O)c1snc(C(N)=O)c1N (configuration not stated) | 0 | -2 | 2 | -5 | 3 | -3 | -0.9 | 5 | -8 | 118
Cc1ccc(S(=O)(=O)NCCc2cc3ccc(C)cc3[nH]c2=O)cc1 | -1 | -3 | 8 | -12 | 0 | 0 | 1.5 | -10 | 13 | 126
Cc1cc(C)c(C)c(OCC(=O)N2CCCCCC2)c1 | -12 | 0 | -2 | 30 | -2 | 0 | -0.1 | 0 | 4 | /
O=C(CCc1ccc(S(=O)(=O)NCCc2ccccc2)cc1)NCc1ccco1 | -3 | -2 | -8 | 23 | -2 | -1 | -2.6 | 11 | -7 | 110

(listing goes on)
SMILES | PKA-R2B activ | V-ATPase pH | PKA-R1A act | Arrestin-AP2 inh | HTR5A ag ctr | DAGLB inhibitor | OPRM1-OPRD1 ag | OPRM1-OPRD1 inv | HTR5A inv ctr | DSG3 Ab inh
COCCCN1CN=C(NS(=O)(=O)c2ccc(C)cc2)NC1 | 6 | 8 | -5 | 1 | 3 | -2 | -1.8 | 9 | -8 | 106
CC1CCCCC1NC(=O)CCS(=O)(=O)c1ccc(Cl)cc1 (configuration not stated) | -9 | -1 | -2 | 17 | 1 | 3 | -2.8 | 11 | -3 | 102
CC(C)c1nnc(NC(=O)c2nc(S(=O)(=O)Cc3ccccc3)ncc2Cl)s1 | 6 | 0 | -3 | 5 | 2 | 3 | -0.9 | 5 | -6 | 123
O=C(N[C@@H](Cc1ccc(O)cc1)C(=O)O)C(c1ccccc1)c1ccccc1 | -10 | 1 | -13 | -10 | -4 | -4 | -3.5 | 19 | -2 | 100
O=C(CCN1CCCCC1)Nc1cccc(Br)c1 | -7 | -2 | -12 | 33 | 8 | 0 | -1.9 | 9 | -26 | 114
CCCn1c(SC(C)C(=O)NCC2CCCO2)nc2sc3c(c2c1=O)CCC3 (configuration not stated) | -3 | 2 | -7 | -13 | 3 | -1 | -1.2 | 8 | -7 | 103
CCC(OC(=O)c1cccs1)C(=O)NC1CCCCC1 (configuration not stated) | -7 | 2 | 18 | 23 | 1 | -1 | -1.6 | 9 | 3 | 79
NCCCC[C@H]1CNC(=S)N1CCc1cc(C(F)(F)F)cc(C(F)(F)F)c1 | 8 | 0 | 7 | 1 | 1 | 0 | -1.5 | 9 | 0 | 102
COc1ccc(C(=O)N/C(=C\c2cn(S(=O)(=O)N(C)C)c3ccccc23)C(=O)NCCCn2ccnc2)cc1 | 8 | 2 | -6 | 2 | 0 | 2 | -4.4 | 23 | 1 | /
CC(/C=N/n1cnnc1)=C\c1ccco1 | 2 | -4 | -12 | 2 | -3 | 0 | -2.5 | 12 | -23 | 103
COc1ccc(Cn2ccnc2SCC(=O)NC2CCCCC2)cc1 | -5 | -2 | 2 | -7 | 8 | -5 | 0.2 | -1 | -31 | 107
COc1cc(COc2ccc3c(C)c(CCC(=O)O)c(=O)oc3c2)cc(OC)c1OC | 6 | -1 | 5 | -8 | 4 | 0 | -2.2 | 10 | -13 | 92
Cc1ccc(-n2c(SCC(=O)NCc3ccco3)nnc2-c2cccnc2)cc1 | 5 | 0 | 1 | -4 | -9 | -1 | -1.8 | 8 | 22 | 105
CC(=O)C1C(c2ccc(F)c(F)c2)NC(=O)NC1(O)C(F)(F)F (configuration not stated) | 5 | 4 | -6 | 26 | -2 | -1 | -2.2 | 12 | 5 | /
Cc1cc(=O)[nH]c(SCc2cccc(Br)c2)n1 | -12 | -1 | -7 | 11 | 2 | -2 | -3.2 | 13 | 13 | 120
CCOC(=O)c1nc2nc(C)c(Cl)c(=O)n2[nH]1 | -8 | -2 | 6 | 9 | 2 | 3 | -2.2 | 13 | -20 | /
CCOC(=O)c1nnn(CC(=O)Nc2ccccc2OC)c1C(=O)OCC | -8 | -5 | -5 | 18 | -2 | 1 | -2.6 | 15 | -13 | /
O=c1c(-c2nnc(SCc3ccc(Cl)cc3)o2)cccn1Cc1ccccc1 | -5 | -3 | -1 | 8 | 3 | -1 | -1.7 | 8 | -6 | 103
CC[C@]12c3[nH]c4cc(-c5ccco5)ccc4c3CCN1C(=O)[C@@H](CC(=O)NCCN1CCOCC1)C[C@@H]2C(=O)N1CCN(C(=O)C2CC2)CC1 | 5 | -1 | -13 | -5 | -1 | 1 | -2.3 | 12 | 4 | 97
CC(=O)Nc1ccc(S(=O)(=O)NNC(=O)CCC(=O)NCc2ccccc2)cc1 | 0 | -5 | 9 | -7 | 1 | -1 | -1.0 | 4 | -16 | 108
Brc1ccc(-c2nc(-c3ccccn3)no2)o1 | 6 | -4 | 0 | -4 | -2 | -1 | -0.6 | 3 | -3 | 96
CC(C)OC(=O)/C(C#N)=C/c1c[nH]c2ccccc12 | 13 | 6 | -9 | / | 3 | -5 | 5.4 | -28 | 25 | /
Cc1cccc(C)c1OCc1n[nH]c(=S)n1-c1ccccc1 | -1 | -5 | -11 | -31 | -3 | 0 | -0.3 | 1 | 8 | 122
O=C(Nc1ccccc1F)C1CCN(S(=O)(=O)c2cccc3nonc23)CC1 | 2 | 1 | -7 | -8 | 0 | 1 | -0.7 | 5 | -8 | /
CCN(CC)C(=O)CSc1nc2ncccc2[nH]1 | 13 | 5 | -10 | -9 | 0 | -2 | -2.6 | 14 | -17 | 90

The results go on:
SMILES | PKA-R2B activ | V-ATPase pH | PKA-R1A act | Arrestin-AP2 inh | HTR5A ag ctr | DAGLB inhibitor | OPRM1-OPRD1 ag | OPRM1-OPRD1 inv | HTR5A inv ctr | DSG3 Ab inh
Cc1ccc(SCc2ccc(C(=O)Nc3cccc([N+](=O)[O-])c3)cc2)cc1 | -5 | 0 | 4 | / | 1 | -3 | 4.4 | -25 | -3 | 100
CCCc1cc(=O)[nH]c(SCc2cc(=O)oc3c(C)c(C)ccc23)n1 | 4 | -2 | -7 | 52 | 4 | 2 | -1.3 | 7 | -10 | 99
CCCOc1ccc(/C=N/NC(=O)c2c(-c3ccccc3)noc2C)cc1OC | -7 | 2 | -2 | 13 | -3 | 1 | 2.4 | -13 | 9 | /
Clc1cccc(Oc2ncccn2)c1 | 4 | 0 | 2 | 3 | -8 | -2 | -1.3 | 6 | 20 | 95
CNC(=O)c1[nH]cnc1C(=O)Nc1ccc(C)cc1 | -1 | 0 | 5 | / | 2 | -5 | -0.4 | 2 | 18 | 95
CCOC(=O)c1cnc(SCC(=O)Nc2cc(OC)cc(OC)c2)nc1N | -6 | 3 | 2 | 3 | -2 | 1 | 0.5 | -2 | 15 | 93
CSc1nsc(SCC(=O)Nc2ccc(Br)cn2)n1 | 8 | -1 | 0 | 0 | 0 | -5 | 4.6 | -19 | -1 | /
C[n+]1cc(-c2ccccc2)oc1-c1ccccc1 | 5 | 0 | 4 | -4 | -1 | -3 | -1.1 | 7 | -4 | /
COc1ccc(CCn2c(-c3cc([N+](=O)[O-])cc([N+](=O)[O-])c3)nc3nc4ccccc4nc32)cc1 | -7 | -1 | -9 | 15 | -2 | 0 | 3.6 | -20 | -2 | 126
COc1ccccc1Nc1nc2ccccc2n1C | -6 | 1 | -2 | 9 | 3 | 3 | -0.3 | 2 | -8 | 96

Screening data as filed in PubChem BioAssay.

Not a hit list, and some 2.4% of all compounds hit somewhere here.
